GLD-1 RNA inh – GLD-1-TGE RNA interaction inhibition (C. elegans) | inhibition, % at 5.96 µM | AID 2280 | 320,000 tested, 0.44% active | purified GLD-1 + fluorescein TGE RNA, fluorescence polarization;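 active = percent inhibition above a per-plate cutoff, the plate mean of test compounds plus 3 SD, cut at about 30% in these data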;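 note: 0% = DMSO wells with GLD-1 and probe and 100% = wells lacking GLD-1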
Target sequence (Q17339 whole entry, looked up): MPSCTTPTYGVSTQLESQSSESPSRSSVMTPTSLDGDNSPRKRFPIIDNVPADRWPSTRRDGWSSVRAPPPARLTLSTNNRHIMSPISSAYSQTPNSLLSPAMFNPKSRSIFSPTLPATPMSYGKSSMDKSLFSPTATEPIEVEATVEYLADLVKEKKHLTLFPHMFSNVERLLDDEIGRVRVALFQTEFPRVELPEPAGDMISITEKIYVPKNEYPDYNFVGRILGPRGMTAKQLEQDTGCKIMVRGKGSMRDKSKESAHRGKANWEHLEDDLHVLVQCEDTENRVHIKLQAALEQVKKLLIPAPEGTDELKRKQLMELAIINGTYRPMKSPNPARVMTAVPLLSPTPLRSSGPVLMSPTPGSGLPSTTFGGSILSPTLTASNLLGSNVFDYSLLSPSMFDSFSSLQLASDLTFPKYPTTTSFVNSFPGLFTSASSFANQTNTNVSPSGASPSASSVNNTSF
VLA-4 inh – inhibition in a human VLA-4 binding assay; P13612; VLA-4 expressing cells, ligand binding flow cytometry; inhibition, % (about 7 µM as worked out from the volumes in the protocol); 330,000 tested, 0.2% active; in the data active = inhibition above about 50%
PME-1 primary – PME-1 (human) inhibition; 320,000 tested, 0.53% active; inhibition, % at 5.9 µM; recombinant PME-1, FP-Rh probe fluorescence polarization; AID 2130; Q9Y570;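 active = inhibition above the campaign mean of all compounds plus 3 SD, cut at about 26% in these data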;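 note: competitive labeling of PME-1 active site by serine hydrolase directed probe; 0% = PME-1 with DMSO and 100% = wells lacking PME-1 enzyme; inhibitors block probe labeling so polarization falls and inhibition rises; many of its hits are not listed in these tables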
Target sequence (Q9Y570 whole entry, looked up): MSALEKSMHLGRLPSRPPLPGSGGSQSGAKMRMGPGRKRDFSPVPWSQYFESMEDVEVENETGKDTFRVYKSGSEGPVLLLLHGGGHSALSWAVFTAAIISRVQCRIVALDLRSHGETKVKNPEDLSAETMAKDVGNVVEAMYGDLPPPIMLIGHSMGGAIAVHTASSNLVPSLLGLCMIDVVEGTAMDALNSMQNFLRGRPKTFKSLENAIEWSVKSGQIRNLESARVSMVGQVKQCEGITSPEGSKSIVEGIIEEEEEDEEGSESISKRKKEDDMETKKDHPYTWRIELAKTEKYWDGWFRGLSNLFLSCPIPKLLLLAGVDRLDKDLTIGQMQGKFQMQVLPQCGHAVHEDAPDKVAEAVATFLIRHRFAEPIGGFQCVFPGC
MCL1 BIM primary – inhibitors of human MCL1 binding to BIM-BH3 peptide; Q07820; GST-MCL1 / FITC-Bim-BH3 fluorescence polarization; inhibition, % at 10.9 µM; 320,000 tested, 0.68% active; AID 2057;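 active = inhibition above the mean inhibition of all tested compounds plus 3 SD, set per campaign, cut at about 40% in these data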;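 note: 0% = DMSO wells and 100% = unlabeled Bim-BH3 peptide control; higher means more loss of mP so more displacement of Bim peptide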
GRK2 inh – blocks RNA aptamer binding to human GRK2 | bead flow cytometry, FAM-aptamer displacement from GRK2 | inhibition of aptamer binding, % at 10 µM | 330,000 tested, 0.59% active;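 active = inhibition of aptamer binding above 40%, roughly 3 SD of noise, on plates passing a quality check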;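 note: median bead fluorescence of bound FAM aptamer so fluorescent compounds give negative values; no value below 0 was filed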
MEX-5 binding – C. elegans MEX-5 TCR-2 RNA binding activity. AID 1832. 300,000 tested, 0.38% active. Q9XUB2. activity score (negative = inhibition of binding), % at 10 µM. MEX-5/FITC-TCR2 RNA binding, fluorescence polarization; hits give low values;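 active = inhibition past about -25% in most replicates, and total fluorescence under double the plate's negative control median, limit read from the data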;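 note: 0% = DMSO and -100% = 5 µM competing unlabeled TCR2 RNA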
Fam108B inh – counter-screen for RBBP9 inhibitors: inhibitors of mouse Fam108B; recombinant Fam108B, FP-Rh probe fluorescence polarization; inhibition, % at 9.51 µM; 300,000 tested, 0.33% active;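 active = inhibition above the screen mean inhibition plus 3 SD, computed separately per campaign, cut at about 18% in these data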;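 note: inhibitors lower polarization as less probe binds the enzyme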
Efflux pump mplx – blocks antifungal efflux pumps in multiplex yeast assay; 330,000 tested, 0.44% active; S. cerevisiae Candida pump triplex, Nile Red efflux; inhibition, % at 10 µM;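 active = plate passing quality check with inhibition over a set limit, or well fluorescence over plate mean plus 4 SD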;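 note: Nile Red retained in pooled yeast measured as flow cytometry median fluorescence; 0% = buffer negative control and 100% = Enniatin B positive control; higher means more Nile Red kept so more efflux inhibition; some compounds called inactive have numbers as strong as hits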
Bcl-xL primary – Bcl-xL (human) inhibition | inhibition, % at 10.9 µM | Q07817 | GST-Bcl-xL / FITC-Bim BH3 peptide fluorescence polarization | 320,000 tested, 0.7% active | AID 2129;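 active = inhibition above the mean of all tested compounds plus 3 SD, cutoff set per campaign, cut at about 30% in these data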;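 note: 0% = DMSO wells and 100% = unlabeled Bim-BH3 peptide competitor; inhibitors lower millipolarization by displacing the labeled peptide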
Target sequence (Q07817 whole entry, looked up): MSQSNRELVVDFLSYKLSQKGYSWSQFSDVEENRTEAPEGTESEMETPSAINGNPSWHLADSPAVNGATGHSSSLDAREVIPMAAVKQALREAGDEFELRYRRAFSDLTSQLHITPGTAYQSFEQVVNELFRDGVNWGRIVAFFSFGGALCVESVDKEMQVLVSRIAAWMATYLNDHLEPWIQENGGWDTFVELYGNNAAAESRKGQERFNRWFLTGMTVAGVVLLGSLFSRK
Starred values were filed as active, the others as inactive; / = no result given.

SMILES	GLD-1 RNA inh	VLA-4 inh	PME-1 primary	MCL1 BIM primary	GRK2 inh	MEX-5 binding	Fam108B inh	Efflux pump mplx	Bcl-xL primary
CCOCCCNS(=O)(=O)c1cc2[nH]c3c(c2cc1C)C(=O)CC(C)(C)C3	3	13	-10	-5	/	3.8	-2	0.3	-2
Cc1ccc(S(=O)(=O)CCc2nnc(NC(=O)c3cnccn3)s2)cc1	-9	21	4	1	1	0.1	-2	0.5	1
Cc1ccccc1C(=O)c1c[nH]c(C(=O)NCC2CCCO2)c1 (stereo unspecified)	5	-2	2	2	2	-3.5	0	-0.1	6
O=C(C1=COCCO1)N1CCN(C(c2ccccc2)c2ccccc2)CC1	6	-4	-1	-7	2	1.7	-5	0.2	2
COCCCNC(=O)CS(=O)(=O)Cc1nc(-c2cccc(OC)c2)oc1C	1	-5	8	2	0	1.0	0	0.0	6
Cc1cc2ccccc2n2c(SCC(=O)N3CCc4ccccc4C3)nnc12	-4	0	3	9	0	-2.5	0	-0.1	4
Cc1ccc(CNC(=O)Nc2ccc(F)cc2F)n1C	/	-8	/	/	1	0.8	/	0.0	/
CC1=C(c2ccccc2)SC2=NCCN21	/	2	/	/	0	-1.2	/	0.1	/
Cc1onc(-c2ccccc2)c1C(=O)Nc1ccncc1	4	1	2	2	13	-3.3	1	0.4	3
COc1ccc(-c2csc(NC3OC(=O)c4ccccc43)n2)cc1 (stereo unspecified)	-2	2	-3	9	0	2.2	2	0.1	6
CCCCC(=O)N(Cc1ccc(F)cc1)C1CCS(=O)(=O)C1 (stereo unspecified)	7	8	-6	4	0	-1.1	8	-0.1	3
COc1ccc(OC)c(C2CC(=O)N3CN(c4cccc(Cl)c4C)CSC3=C2C#N)c1 (stereo unspecified)	0	-21	-3	-21	2	-1.2	0	-0.1	-22
O=C(O)c1ccc(NC(=O)c2cn(-c3ccccc3)nc2-c2ccc(Cl)cc2)cc1	2	-16	-17	2	6	0.3	-18	-0.5	3
Cc1[nH]c(=O)[nH]c(=O)c1S(=O)(=O)N1CCCC(C(=O)NCc2ccccc2Cl)C1 (stereo unspecified)	-4	8	-1	-3	2	0.2	-4	0.1	4
Cc1c(NC(=O)C(C)N2C(=O)C3C4C=CC(C4)C3C2=O)c(=O)n(-c2ccccc2)n1C (stereo unspecified)	9	2	0	1	0	-2.5	5	0.4	1
CC1CCC(NC(=O)CCCCn2c(=O)[nH]c3ccsc3c2=O)CC1 (stereo unspecified)	8	-6	1	1	0	-4.0	-2	0.0	-2
COc1cc(C(=O)NNC(=O)COc2ccc(C)cc2)ccc1OCC(=O)N1CCOCC1	4	-19	0	-1	0	/	/	0.2	-3
COC(=O)c1c(C(=O)OC)c(-c2cccc(Cl)c2)n2c1CS(=O)C2 (stereo unspecified)	-3	-3	-1	-9	1	1.9	-3	-0.1	-1
COc1cccc(/C=C2\N=C(c3c(-c4ccccc4)noc3C)OC2=O)c1OC	4	34	-6	1	2	-8.7	5	0.0	-1
O=C1Nc2ccccc2Nc2ncccc21	10	7	0	2	2	-0.3	2	0.0	5
CN(C=C1C(=O)CC(C)(C)CC1=O)CCN1CCNCC1	1	16	1	16	0	-1.7	0	0.0	8
O=C(Cn1cnc2c(OCc3ccccc3)ncnc21)NCc1ccccn1	0	-15	/	/	8	/	/	-0.1	/
NS(=O)(=O)c1ccc(CNC(=O)c2ccc(Cl)c([N+](=O)[O-])c2)cc1	-2	22	2	3	19	-0.2	-2	0.0	4
CN(C(=O)COC(=O)c1ccccc1SCC(=O)N1CCCC1)C1CCS(=O)(=O)C1 (stereo unspecified)	7	-23	-1	-10	3	-1.0	9	0.1	-11
COc1ccc(C(=O)Nc2ccccc2C(N)=O)cc1	6	-16	1	9	0	/	-2	0.0	3
Next section:
SMILES	GLD-1 RNA inh	VLA-4 inh	PME-1 primary	MCL1 BIM primary	GRK2 inh	MEX-5 binding	Fam108B inh	Efflux pump mplx	Bcl-xL primary
COC(OC)C(C)NC(=O)NC(=O)c1ccccc1Cl (stereo unspecified)	1	4	4	1	4	0.8	2	0.0	2
O=C(CS(=O)CC(=O)Nc1cccnc1)Nc1ccc(F)cc1 (stereo unspecified)	-4	-4	0	8	0	-0.8	-8	-0.1	5
CC(NC(C)c1ccccc1Cl)C(=O)Nc1cccc(S(=O)(=O)N2CCCCC2)c1 (stereo unspecified)	3	2	5	-4	0	/	/	-0.1	2
Cc1nnc(NC(=O)CN2CCN(Cc3c(Cl)cccc3Cl)CC2)s1	3	18	-2	1	0	2.0	-7	0.0	-2
Cc1onc(-c2c(F)cccc2Cl)c1C(=O)N=C(N)N1CCCC1	-2	10	-1	2	1	0.1	3	0.0	5
CCOc1ccc(NC(=O)COC(=O)CC2CC3CCC2C3)cc1 (stereo unspecified)	4	32	/	/	0	/	/	0.1	/
COc1cc2c(cc1OC)C1CC(=O)C(CC(C)C)CN1CC2 (stereo unspecified)	3	-13	6	-3	0	-1.7	-1	0.0	0
Cc1ccc2nc(CCc3nc4ccc(C)cc4[nH]3)[nH]c2c1	-4	10	-9	-2	0	75	4	-0.1	4
O=S(=O)(c1ccc(Oc2ccc(F)c(Cl)c2)nc1)N1CCOCC1	1	-15	2	4	0	-1.2	-4	0.0	3
Cc1sc2nc(CN3CCC(C)CC3)nc(Cl)c2c1C	4	-11	4	4	4	-1.4	-3	0.1	3
CCCc1cc(=O)[nH]c(SCc2nc3ccccc3s2)n1	10	-3	-1	8	2	-0.3	-1	-0.1	7
COC(=O)c1ccc(Cn2nnc3c(=O)[nH]c(C4CCCN(S(=O)(=O)c5ccc(C)cc5)C4)nc32)cc1 (stereo unspecified)	-2	-16	-7	6	5	1.9	-1	0.0	7
O=C(NC1CCCCCC1)c1ccc(=O)n(Cc2ccccc2)n1	-1	15	1	1	1	2.7	5	-0.1	1
COc1ccc(N(C(=O)c2cccnc2)S(=O)(=O)c2cc(OC)ccc2OC)cc1	-4	0	5	3	0	-1.0	-5	-0.1	3
CCCCn1nnc(NC(=O)c2ccc(-c3ccccc3)cc2)n1	11	3	0	-6	2	-1.0	2	0.1	-7
O=C1c2c([N+](=O)[O-])cc([N+](=O)[O-])cc2S(=O)N1Cc1ccccc1 (stereo unspecified)	1	18	-1	14	3	0.4	1	0.1	1
O=C(NCc1ccc(F)cc1)c1cccc(S(=O)(=O)N2CCOCC2)c1	0	12	2	1	4	/	/	0.1	0
CN(C)CCCOC(=O)c1cc2ccccc2o1	3	16	0	6	0	-0.2	1	-0.1	2
CCOc1ccccc1NC(=O)C1C2CCC3C(CCC21)C3(Cl)Cl (stereo unspecified)	-10	28	-1	7	3	-0.1	-1	0.2	-1
CCOCCCN(C(=O)c1snc(C(N)=O)c1N)C(C(=O)NC1CCCC1)c1ccc(F)cc1 (stereo unspecified)	-2	8	-6	1	0	-0.3	-4	0.8	-3
CCOC(=O)c1sc(=S)n(-c2ccccc2)c1C	6	-18	0	5	0	0.1	3	0.0	2
COCCn1c(=S)[nH]c2ncccc2c1=O	6	14	-3	6	2	-2.9	3	0.0	5
COc1ccccc1CNC(=O)C1CCCCN1S(=O)(=O)c1ccccc1 (stereo unspecified)	2	-6	3	2	2	-1.2	5	-0.1	0
CCCCc1nnc(NC(=O)CSc2nc(O)c(-c3ccccc3)c(=O)[nH]2)s1	1	-6	-1	0	0	1.3	-6	0.2	2
CN(CC(=O)Nc1ccc(F)cc1)C(=O)CSc1nccn1C	1	5	2	-4	4	-0.5	1	0.1	-5
Further records follow.
SMILES	GLD-1 RNA inh	VLA-4 inh	PME-1 primary	MCL1 BIM primary	GRK2 inh	MEX-5 binding	Fam108B inh	Efflux pump mplx	Bcl-xL primary
COc1ccc(Oc2cccc(Cl)c2CNC(=O)c2ccccc2C(=O)O)cc1	4	1	-1	2	1	3.9	3	-0.1	3
COC(=O)CC1C(=O)NCCN1C(=S)Nc1cc(C)cc(C)c1 (stereo unspecified)	3	-17	-6	3	0	-0.3	-2	0.0	9
CCN=c1scc(-c2ccco2)n1/N=C/c1ccc(O)cc1	-3	3	16	-3	0	-0.2	4	0.1	2
CCOC(=O)C1CCN(c2nc3cc(OC)ccc3cc2C#N)CC1	13	13	-2	9	0	-1.2	-4	0.0	24
O=C(O)c1ccc(Cl)c(S(=O)(=O)Nc2ccc(OCc3ccccc3)cc2)c1	3	-9	-2	-2	0	0.1	-1	0.4	-1
CC(C)CN(CC(C)C)C(=O)c1cc(S(=O)(=O)N2CCCCC2)c[nH]1	-1	10	-4	-4	0	-2.3	-5	-0.1	-1
COc1ccc(-n2nc(C(N)=O)c(O)cc2=O)cc1	3	8	1	-1	0	1.3	-5	0.2	4
Cc1ccc(N(Cc2cc3cccc(C)c3[nH]c2=O)S(=O)(=O)c2ccccc2)c(C)c1	4	-4	-8	-16	2	4.1	-6	-0.2	-9
Cc1cccc(OC2(c3ccccc3)OC(=O)c3ccccc32)c1C (stereo unspecified)	7	1	3	-2	2	0.8	-4	0.4	-3
Cn1c(N)c(C(=O)COc2ccc(Cl)cc2Cl)c(=O)n(C)c1=O	9	31	1	6	0	2.8	-2	0.0	6
COc1cccc(/C=N/NC(=O)c2ccoc2C)c1	1	12	1	-3	4	2.4	-1	0.0	4
COc1cc(SC)ccc1C(=O)NNC(=O)c1cc(C)oc1C	6	-1	5	5	45*	0.6	1	-0.2	4
S=C(NCC1COc2ccccc2O1)Nc1ccc(Br)cc1 (stereo unspecified)	6	-12	-2	4	0	0.5	2	-2.4	-4
Nc1nc(SCC(=O)N2CCOCC2)[nH]c(=O)c1-c1ccccc1	-2	3	-2	9	0	-2.1	-3	0.3	2
CN(CCc1nc2ccc(Cl)cc2[nH]1)Cc1nc(CC2CC2)no1	-3	-4	7	-8	2	5.0	-3	-0.2	2
CCN(C(=O)CSc1ncccc1C(=O)O)C1CCCCC1	3	8	-2	2	2	0.7	-4	0.1	3
CCOCCCNC(=O)C(NC(=O)Cc1c[nH]c2ccccc12)c1ccccc1 (stereo unspecified)	4	-5	6	-7	1	-0.4	-2	0.1	2
COc1cc(OC)c(S(=O)(=O)N2CCCCC2)cc1S(=O)(=O)N1CCCCC1	5	-4	6	12	0	1.8	2	-0.2	6
Cc1nnc(NC(=O)Nc2ccc(Cl)c(Cl)c2)s1	-2	5	0	11	3	0.4	3	0.3	8
COc1cc(CCN2C(=O)N[C@@H](CCc3ccccc3)C(C(C)=O)=C2C)cc(OC)c1OC	-1	14	2	5	2	/	-2	-0.1	7
Cc1ccc(OC(C)C(=O)N(C)Cc2ccccc2)c([N+](=O)[O-])n1 (stereo unspecified)	4	-1	4	1	0	1.3	-4	0.0	4
COc1ccc(CN2CCN(Cc3ccc(C(F)(F)F)cc3)CC2)c(OC)c1	-4	-12	-11	8	0	-1.1	4	-0.3	9
COc1ccccc1N1CCN(C(=O)CSc2nc3ccccc3nc2N2CCC(C)CC2)CC1	6	9	5	5	1	1.5	3	1.2	0
O=C(COC(=O)Cn1nnc2ccccc21)NC1CCCC1	8	14	-2	3	0	-0.2	1	-0.5	6

Ordered by the number under PME-1 primary (rising): some entries from above
smiles | GLD-1 RNA inh | VLA-4 inh | PME-1 primary | MCL1 BIM primary | GRK2 inh | MEX-5 binding | Efflux pump mplx | Bcl-xL primary
Cc1cccc(OC2(c3ccccc3)OC(=O)c3ccccc32)c1C (stereo unspecified) | 7 | 1 | 3 | -2 | 2 | 0.8 | 0.4 | -3
COc1cc(SC)ccc1C(=O)NNC(=O)c1cc(C)oc1C | 6 | -1 | 5 | 5 | 45* | 0.6 | -0.2 | 4
CN(CCc1nc2ccc(Cl)cc2[nH]1)Cc1nc(CC2CC2)no1 | -3 | -4 | 7 | -8 | 2 | 5.0 | -0.2 | 2

Only part of the results is shown; the hit share may differ from the screen's.
